# Bioassay records from PubChem.
# KinaseGlo FLuc – counter-screen: inhibitors of Kinase-Glo firefly luciferase. actives 0.28% (n = 200,000). Kinase-Glo luciferase, ATP luminescence, 8 min. Potency, µM (doses to about 38.3 µM), for the others: at the highest dose activity change, negative = inhibition, most hits filed as inhibitors. Q27757; further: potency means the concentration at half of the fitted maximal effect; on the % scale 0 is the no-effect control and ±100 the full control effect; nearly all actives have a fitted effect of over 60% in size
#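 Recombinant Kinase-Glo luciferase, 10 uM ATP (linear range), luciferin; imidazole pH 7.2 / KCl / MgCl2 / Tween / BSA buffer; 8 min RT; luminescence.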
# NPSR antag – blocks cAMP signaling of the human neuropeptide S receptor. Q6W5P4. CHO-NPSR cells, cAMP TR-FRET, antagonist mode. Potency, µM (series often up to 38.3 µM), inactives show at the top dose activity change, negative = inhibition, hits mostly inhibitors. actives 1% (n = 220,000); further: potency means the concentration at half of the fitted maximal effect; on the % scale 0 is the no-effect control and ±100 the full control effect; nearly all actives have a fitted effect of over 50% in size; many of its hits are not listed in these tables
# Target sequence (Q6W5P4 whole entry, looked up): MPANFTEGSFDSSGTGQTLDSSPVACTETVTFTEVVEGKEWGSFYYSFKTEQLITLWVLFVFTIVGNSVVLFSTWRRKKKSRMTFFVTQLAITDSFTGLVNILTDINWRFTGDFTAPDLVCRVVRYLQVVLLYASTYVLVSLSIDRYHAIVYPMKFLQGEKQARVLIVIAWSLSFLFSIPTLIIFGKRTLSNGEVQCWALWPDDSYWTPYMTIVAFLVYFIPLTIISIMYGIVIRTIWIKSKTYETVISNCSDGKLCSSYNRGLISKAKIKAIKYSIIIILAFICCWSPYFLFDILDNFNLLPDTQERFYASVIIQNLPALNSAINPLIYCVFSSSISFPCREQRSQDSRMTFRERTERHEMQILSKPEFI
# HTT aggregate – reduces HttQ103-GFP aggregates in PC12 cells; actives 1.1% (n = 220,000); Potency, µM (series often up to 46.1 µM), without a hit: top-dose activity change, negative = inhibition, most hits filed as inhibitors; PC12 HttQ103-GFP aggregates, Acumen cytometry, 40 h; AID 1688; further: potency means the concentration at half of the fitted maximal effect; on the % scale 0 is the no-effect control and ±100 the full control effect; nearly all actives have a fitted effect of over 60% in size
#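 Using laser scanning cytometry, GFP-positive aggregates were counted after lysis of PC12 cells induced with 100 nM tebufenozide to express HTT exon 1 Q103–GFP. Compounds were tested in titration.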
# IMPase Li inh – cell-permeable IMPase inhibitors with lithium potentiation; actives 0.35% (n = 210,000); Potency, µM (top dose mostly 59.4 µM), for the others: at the top dose activity, negative = IMPase inhibition, usual class: inhibitors; AID 1457; CHO-M1 cells, IP1 TR-FRET (IP-One), carbachol + lithium;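 further: IP1 builds up when IMPase is blocked and the TR-FRET signal falls; potency means the concentration at half of the fitted maximal effect; plate controls were basal vehicle for no effect and high inhibitor control for full effect; nearly all actives have a fitted effect of over 50% in size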
#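 CHO-M1, 2000 cells/well, 16–30 h culture; cpd + low Li+, 30 min 37C; lysis with d2-IP1/Eu-anti-IP1 Ab, 10 min RT; TR-FRET 665/620 ratio and 620 channel; AC50 via Hill.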
# LMNA splice mod – LMNA splicing modulation. AID 1487. Potency, µM (doses to about 46.1 µM), for the others: at the top dose ratio change, negative = inhibition, hits mostly inhibitors. actives 0.01% (n = 200,000). HeLa LMNA splicing GFP/RFP minigene ratio, 48 h; active means well fitted inhibition curve with a large enough effect in the signal ratio, with a control signal flat, not every such curve was filed as active; inconclusive means small, poorly fitted or top-dose-only effect, or effect the other way, or a change in a side signal; the % refers to the signal ratio; further: potency means the concentration at half of the fitted maximal effect; on the % scale 0 is the no-effect control and ±100 the full control effect
#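 S3 HeLa cells stably expressing lamin A-EGFP splicing minigene plus DsRed2, 600 cells/well, 48 h compound exposure at 37C. Laser-scanning cytometry; analysed as GFP (500-530 nm)/RFP (575-640 nm) total intensity ratio; 0.5% DMSO vehicle.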
# Epigenetic derep – regulators of epigenetic silencing causing reporter derepression in mouse cells; murine LDR cells, GFP reporter derepression, 30 h; Potency, µM (series often up to 53.9 µM), without a hit: top-dose GFP activation, hits mostly activators; actives 0.2% (n = 280,000); AID 1865; further: potency means the concentration at half of the fitted maximal effect; % of control where 0% means no effect; nearly all actives have a fitted effect of over 60% in size
#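 Reporter derepression read as number of fluorescent GFP-positive objects, 20-120 um in size, counted by laser-scanning cytometer. Mouse LDR line with an epigenetically silenced CMV-GFP locus; compound incubation 30 h, 37 C.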
# CBFb RUNX1 block – inhibitors of human CBF-beta and RUNX1 interaction | AlphaScreen CBFb-His/RUNX1-biotin binding, biochemical | Potency, µM (series often up to 59.8 µM), for inactives: at the highest dose activity, negative = inhibition, hits mostly inhibitors | 230,000 tested, under 10 active; further: % of control where 0% means no effect
# Target sequence (Q01196 whole entry, looked up): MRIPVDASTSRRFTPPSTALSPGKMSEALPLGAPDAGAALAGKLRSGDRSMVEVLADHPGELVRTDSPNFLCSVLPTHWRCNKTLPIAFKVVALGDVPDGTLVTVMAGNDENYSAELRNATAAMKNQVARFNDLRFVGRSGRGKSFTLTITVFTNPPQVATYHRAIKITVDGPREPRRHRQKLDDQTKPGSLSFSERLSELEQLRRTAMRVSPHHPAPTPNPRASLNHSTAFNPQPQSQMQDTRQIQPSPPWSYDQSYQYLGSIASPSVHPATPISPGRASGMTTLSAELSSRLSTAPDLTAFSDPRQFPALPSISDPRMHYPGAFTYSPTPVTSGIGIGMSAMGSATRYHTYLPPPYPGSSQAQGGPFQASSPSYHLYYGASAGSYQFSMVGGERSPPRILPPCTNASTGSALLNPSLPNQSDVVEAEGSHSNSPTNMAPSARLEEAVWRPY
# Target sequence (Q13951 whole entry, looked up): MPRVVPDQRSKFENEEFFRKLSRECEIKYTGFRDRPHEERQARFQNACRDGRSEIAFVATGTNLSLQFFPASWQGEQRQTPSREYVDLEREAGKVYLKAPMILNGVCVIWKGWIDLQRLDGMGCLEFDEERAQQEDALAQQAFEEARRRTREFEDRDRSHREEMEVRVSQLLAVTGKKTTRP
#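 Proteins preincubated together for 20 min at RT before compound addition; 15 min later, nickel and streptavidin beads were added and left 90 min prior to AlphaScreen measurement.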
# * = called active by the depositor; ? = inconclusive; nt = not tested or not shown; [ ] = another dose, or the depositor's remark. Unless noted, the call rests on the fitted dose curve; in most records, active means well fitted curve in the direction sought with a large enough effect; inconclusive means small, poorly fitted or top-dose-only effect, or another doubt; inactive means no such curve, though single readings can be large; an effect the other way counts as inactive or inconclusive. Not all compounds are listed; the hit share may differ from the screen's.
SMILES,KinaseGlo FLuc,NPSR antag,HTT aggregate,IMPase Li inh,LMNA splice mod,Epigenetic derep,CBFb RUNX1 block
CCn1c(SCC(=O)c2cc(OC)ccc2OC)nnc1C1CC1,-8%,4%[46.1 µM],22%,12%[38.3 µM],8%,0.0%,4%
COc1ccc(-c2cc(C(F)(F)F)n3nc(C(=O)NCc4ccco4)cc3n2)cc1OC,-7%,-13%[46.1 µM],10%,0%[38.3 µM],-11%,11%,2%
C/C(=N/NC(=O)CSc1nc2ccccc2n1C)c1ccc(O)cc1,-3%,-11%,-14%[9.22 µM],1%,nt,7.1%,-2%
COC(=O)c1ccc(C(=O)OC)c(NC(=S)N2CCCC(C)C2)c1 (stereo not drawn),2%,1%,32%,5%,8%,0.2%,-1%
COc1ccc(CC(=O)NCC2COc3ccccc3O2)cc1 (stereo not drawn),3%,3%,5%[9.22 µM],4%,8%[46 µM],-3.4%,2%
O=C(CCN1CCc2ccccc2C1)Nc1ccccc1,-2%,8%[46.1 µM],27%,2%[38.3 µM],0%,2.1%,1%
CCN(CC)C(=O)c1nn(-c2ccccc2)c2c1C1CCC2(C)C1(C)C (stereo not drawn),-2%,-49%,-3%,14%,?,1.5%,-10%
COc1ccc(CN(Cc2cccn2C)C(=O)c2cc3cc(OC)ccc3[nH]2)cc1,nt,-23%,-19%[9.22 µM],nt,nt,2.4%,-25%
COCCCn1c(SCc2ccccc2)nc2cc(OC)c(OC)cc2c1=N,-6%,?,-6%,11%[38.3 µM],5%,1.3%,-3%
COC(=O)CCC(=O)Nc1sc(Cc2ccccc2)c(C)c1C(N)=O,-1%,-15%,5%[9.22 µM],7%,2%[46 µM],0.9%,-7%
Cc1cccc(N2CCN(C(=O)c3ccc(NC(=O)C4CCCO4)cc3)CC2C)c1 (stereo not drawn),5%,-8%[46.1 µM],-31%,9%[38.3 µM],-2%,1.1%,-3%
CCOc1cc(C(=O)Nc2cc(=O)n(C)c(=O)n2C)cc(OCC)c1OCC,2%,-10%[46.1 µM],16%,20%[38.3 µM],-4%,0.0%,6%
O=C(O)c1cccc(NC(=O)C2C3C=CC(C3)C2C(=O)O)c1 (stereo not drawn),nt,4%[46.1 µM],-5%,nt,-5%,0.8%,1%
CCc1cc2ccc(C)cc2nc1SCC(=O)Nc1cc(OC)c(OC)cc1C(=O)O,-1%,-7%,?,-4%,?,-3.2%,8%
Cc1cc(NC(=O)/C=C/c2cccc(Cl)c2)n(-c2nc3ccccc3[nH]2)n1,-12%,-19%,9%,2%,-1%,0.2%,24%
O=C(Cn1cnc2ccccc2c1=O)NCc1ccc2c(c1)OCO2,-3%,-2%[46.1 µM],17%,20%[38.3 µM],2%,-1.0%,3%
CCCC(C(=O)NC1CCCC1)N(C(=O)Cn1nnc(-c2ccc(C)o2)n1)c1ccccc1OC (stereo not drawn),15%,-30%[46.1 µM],0%,13%[38.3 µM],12%,-0.4%,8%
COC(=O)[C@@]1(Cc2ccc(OC)cc2)[C@H]2c3cc(C(=O)N4CCCC4)n(Cc4cc(F)cc5c4OCOC5)c3C[C@H]2CN1C(=O)c1ccccc1,1%,nt,nt,7%,nt,-1.0%,-19%
COc1ccc(OC)c(C2CC(=O)C3=C(C2)NC(=O)CC3c2ccc(O)c(OC)c2)c1 (stereo not drawn),-5%,-17%[46.1 µM],?,-1%[38.3 µM],-4%,0.8%,-5%
O=C(CCNC(=O)Cn1cnc2ccccc2c1=O)NCC1CCCO1 (stereo not drawn),-6%,4%,-14%,4%,-8%[9.22 µM],-1.1%,19%
CN1CCN(c2ccccc2NC(=O)c2ccc(N3CCCC3)c([N+](=O)[O-])c2)CC1,-2%,-27%,36%,29%,-11%[46 µM],-1.5%,-19%
COc1cccc(NC(=O)c2oc3ccccc3c2NC(C)=O)c1,-7%,-11%[46.1 µM],-12%,-8%[38.3 µM],13%,-1.1%,2%
Cc1occc1-c1nnc(SCC(=O)c2ccc3c(c2)OCCO3)n1CC1CCCO1 (stereo not drawn),nt,1%,-16%[9.22 µM],nt,nt,1.1%,-22%
Cn1nnc(NC(=O)CSc2ncn[nH]2)n1,-5%,0%[46.1 µM],-1%,-6%[38.3 µM],5%,-1.0%,-2%
Cc1ccc2[nH]c(=O)c(CN(Cc3ccccc3)Cc3nnnn3C3CCCC3)cc2c1,21%,?,?,45%[activator][38.3 µM],?,-1.0%,7%
Cc1ccc(SC(=O)COc2ccccc2C)cc1,-1%,-4%[46.1 µM],-12%,28%[38.3 µM],33%,-8.3%,1%
CC1CCCCC1NC(=O)CSc1nnc(-c2ccccc2)n1N (stereo not drawn),nt,4%[46.1 µM],10%,nt,0%,-10%,4%
NC(CC(=O)O)c1ccc(F)cc1 (stereo not drawn),0%,0%,13%,-1%,-12%,-0.1%,-2%
O=C(NC(=S)Nc1ccc(Cl)cn1)C12CC3CC(CC(C3)C1)C2,1%,?,11%,11%,-1%[9.22 µM],16%,14%
O=C(Nc1ccccc1Cl)c1ccccc1,-1%,8%,-20%,-4%,-1%[9.22 µM],-1.3%,11%
c1ccc2oc(-c3[nH]ncc3CN3CCSCC3)cc2c1,nt,11%,-12%[9.22 µM],3%,nt,-1.2%,-1%
O=C1C2C3C=CC([C@@H]2C(=O)N1Cc1cccnc1)C31CC1 (stereo partly drawn),2%,14%[46.1 µM],8%,-2%[38.3 µM],2%[0.0737 µM],-0.9%,4%
COC(=O)C1=[N+]([O-])OC(C(=O)OC)C1c1c[nH]c2ccccc12 (stereo not drawn),-6%,-6%[46.1 µM],16%,3%[38.3 µM],-5%,1.4%,1%
COc1cc(NS(C)(=O)=O)ccc1Nc1c2ccccc2nc2ccccc12,-5%,?,-36%,34%[activator],?,-0.2%,-7%
Cc1nnc2n(C3CCCCC3)c(=O)c3c4c(sc3n12)CCC4,nt,-7%[46.1 µM],-9%,nt,4%,-1.0%,0%
CCN(CC)CCN(Cc1cc2cc(C)cc(C)c2[nH]c1=O)C(=S)NCc1ccco1,3%,7%,-1%,4%,-6%,-1.6%,14%
CCCC(=O)N(c1ccc2oc(=O)sc2c1)S(=O)(=O)c1cccs1,-9%,0%[46.1 µM],7%,-2%[38.3 µM],?,-1.1%,?
COc1cc(CCCN2C(N)=NC[C@@H]2c2ccccc2)cc(OC)c1OC,nt,0%,22%[9.22 µM],nt,nt,7.3%,4%
O=C(C1CCN(c2ccc(N3CCOCC3)nn2)CC1)N1CCN(c2ccc(F)cc2)CC1,-7%,4%[46.1 µM],-7%,-23%[38.3 µM],?,-1.9%,1%
COCC(=O)Nc1nnc(-c2ccc(C(C)(C)C)cc2)s1,1%,-8%,-4%[9.22 µM],-7%,-8%[46 µM],-3.2%,5%
CC(=O)c1c(O)c2ccccc2n(C2CCCCC2)c1=O,nt,22%,-17%[9.22 µM],-12%,nt,0.0%,0%
COc1nc(NCc2cccnc2)nc(OC)n1,3%,-3%[46.1 µM],7%[9.22 µM],-2%[38.3 µM],-1%,-3.2%,-1%
CCn1c(SCC(=O)OC(C)C)nnc1-c1ccccc1OC,1%,13%,-1%,-6%,nt,3.8%,-4%
CC(=O)N[C@H]1[C@@H](O[C@@H](C)C(=O)O)[C@H](O)[C@H](CO)O[C@@H]1O,-1%[17.1 µM],nt,nt,8%,-6%,0.0%[16.9 µM],-16%[21.7 µM]
CCOC(=O)COc1ccc(S(=O)(=O)N2CCN(C(=O)OCC)CC2)cc1,0%,-9%[46.1 µM],19%,34%[38.3 µM],-8%,-2.1%,1%
Cc1[nH]c2ccccc2c1C(=O)CSCC(=O)O,3%,-3%[46.1 µM],6%,-14%[38.3 µM],6%,-2.7%,-2%
Fc1ccc(-c2csc3ncnc(Cl)c23)cc1,0%,-9%,-8%,-2%,?,0.0%,1%
CC(C)CC(=O)N(c1ccc(F)cc1)C1C=CS(=O)(=O)C1 (stereo not drawn),0%,7%[46.1 µM],2%,-2%[38.3 µM],14%,0.0%,4%
COc1ccc(-c2nc(CN(C)C(C)c3ccon3)c(C)o2)c(C)c1C (stereo not drawn),-1%,15%,-7%[9.22 µM],7%,nt,-1.0%,-1%
CN(Cc1ccccc1)c1ccc2nnc(-c3ccccc3)n2n1,2%,-44%,35µM*,0%,?,6.2%,1%[2.36 µM]
Cn1c(SCc2cccc([N+](=O)[O-])c2)nc2c(c1=O)SCC2,-2%,-19%,?,13%,8%[46 µM],-2.7%,?
C=CCN1C(=O)/C(=c2\sc3nc(=O)c(Cc4ccccc4Cl)nn3c2=O)c2ccccc21,nt,7%,2%[9.22 µM],nt,?,-1.6%,-21%
O=c1cc(-c2ccc(O)cc2)oc2ccccc12,-2%,-9%,-14%,4%,17%[46 µM],-1.8%,23%
S=C(NCC1CCCO1)n1nnc2ccccc21 (stereo not drawn),-2%,2%[46.1 µM],14%,-8%[38.3 µM],7%,-1.0%,11%
CCCn1c(SCC(=O)NCc2ccccc2)nnc1-c1ccncc1,-3%,-6%[46.1 µM],17%,0%[38.3 µM],9%,-0.2%,-3%
Brc1ccc(-c2csc(-c3c[nH]c4ccccc34)n2)cc1,-3%,-12%[46.1 µM],12%,-16%[38.3 µM],?,-1.1%,-9%
O=C(COC(=O)/C=C/c1ccc(OC(F)F)cc1)NCc1cccs1,1%,-16%[46.1 µM],-15%,-3%,?,0.0%,-1%
O=C(O)c1cc(Cl)c2c(c1)OCO2,nt,12%,-12%[9.22 µM],nt,nt,0.0%,1%
COC(=O)CSc1nnc(-c2ccccc2OC)n1-c1ccc(C)cc1,-2%,-16%[46.1 µM],-5%,-17%[38.3 µM],1%,-1.1%,4%
CN1Cc2sc(N)c(C#N)c2CC1(C)C,-14%,-18%[46.1 µM],3%,13%[38.3 µM],2%,-0.9%,-3%

# Shown with values under each structure: entries from further up.
# Each structure is followed by: KinaseGlo FLuc | NPSR antag | HTT aggregate | IMPase Li inh | LMNA splice mod | Epigenetic derep | CBFb RUNX1 block
CN1Cc2sc(N)c(C#N)c2CC1(C)C
 : -14% | -18%[46.1 µM] | 3% | 13%[38.3 µM] | 2% | -0.9% | -3%
O=C(O)c1cc(Cl)c2c(c1)OCO2
 : nt | 12% | -12%[9.22 µM] | nt | nt | 0.0% | 1%
COC(=O)CSc1nnc(-c2ccccc2OC)n1-c1ccc(C)cc1
 : -2% | -16%[46.1 µM] | -5% | -17%[38.3 µM] | 1% | -1.1% | 4%
